From PubChem
TCR-CD3 inh: inhibitors of human TCR-CD3 interaction; TAMRA-labeled TCR probe fluorescence, biochemical; inhibition, % at 9.4 µM; 360,000 compounds, 0.37% hits; in the data active means inhibition above about 19%;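 further: recombinant mutant TCR 2C K166C tagged with TAMRA read by polarization; 0% = receptor in buffer alone and 100% = receptor with positive control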
PG9 Ab binder: small molecules binding HIV-1 gp120 antibody PG9. TR-FRET gp120-PG9 antibody binding. inhibition, % at 6.7 µM. 360,000 compounds, 0.43% hits. AID 624416; in the data active means inhibition above about 8.5%
SIAE primary: inhibitors of human sialic acid acetylesterase SIAE. Q9HAT2. SIAE FP-Rh probe binding, fluorescence polarization. inhibition, % at 9.66 µM. 370,000 compounds, 0.69% hits. AID 1053197;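 active means inhibition above a cutoff: mean of compounds within the control limits plus 3 SD of those, cut at about 17% in these data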;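 further: 0% = plate median of compound wells and 100% = probe without SIAE protein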
PRMT1 inh: PRMT1 (human) inhibition, primary screen. inhibition, % at 2.79 µM. 370,000 compounds, 1.3% hits. recombinant PRMT1, activity-based probe fluorescence polarization. Q99873;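 active means inhibition above about 21% made by adding two undisclosed values, limit read from the data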
HTRA1 inhibitor: HTRA1 (human) protease inhibition | Q92743 | inhibition, % at 5.96 µM | 340,000 compounds, 0.5% hits | recombinant HTRA1, FP-rhodamine activity-based probe, fluorescence polarization; in the data active means inhibition above about 36%;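 further: 0% = enzyme with DMSO and 100% = wells lacking enzyme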
mABHD4 FP: ABHD4 (mouse) inhibition, primary FP screen; inhibition, % at 8.92 µM; purified mABHD4, FP-Rh probe fluorescence polarization; 370,000 compounds, 0.54% hits;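 active means inhibition exceeding the mean over every tested compound plus 3 SD, cut at about 30% in these data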;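 further: 0% = plate median of compound wells and 100% = S159A mutant with DMSO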
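System: mouse ABHD4 enzyme, wild type / Medium: HEPES pH 7.0, NaCl, Pluronic buffer / Reagent: FP-Rh activity-based fluorescent probe / Control set: S159A mutant high control, sample median low control / Detection: fluorescence polarization with parallel and perpendicular emission, 525/598 nm / Schedule: 45 min + 60 min at 25 °C / Compound dosing: 8.92 µM, single dose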
UHRF1 MBD2 ctr: UHRF1 methyl-DNA binding inhibition; Q96T88; UHRF1 binding to methylated oligo, TR-FRET; inhibition, % at 4.4 µM; 370,000 compounds, 0.75% hits; AID 687016; in the data active means inhibition above about 21%;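 further: UHRF1 SRA domain binding a hemimethylated CpG hairpin DNA probe; 0% = median of test compound wells and 100% = reference inhibitor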
DDE Tn7 FP inh: disrupts Tn7 cyclic peptide binding to fibrin D-Dimer-E complex; FP displacement of FITC-Tn7 peptide from fibrin DD(E); 0% = median of compound wells per plate; 370,000 compounds, 0.13% hits; inhibition, % at 8.3 µM;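 active means inhibition above the mean of compounds falling within the control limits plus 3 SD of them, cut at about 14% in these data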;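 further: 0% = plate median of compound wells and 100% = 10 µM Aha-Tn7 peptide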
Target sequence (P02675 whole entry, looked up): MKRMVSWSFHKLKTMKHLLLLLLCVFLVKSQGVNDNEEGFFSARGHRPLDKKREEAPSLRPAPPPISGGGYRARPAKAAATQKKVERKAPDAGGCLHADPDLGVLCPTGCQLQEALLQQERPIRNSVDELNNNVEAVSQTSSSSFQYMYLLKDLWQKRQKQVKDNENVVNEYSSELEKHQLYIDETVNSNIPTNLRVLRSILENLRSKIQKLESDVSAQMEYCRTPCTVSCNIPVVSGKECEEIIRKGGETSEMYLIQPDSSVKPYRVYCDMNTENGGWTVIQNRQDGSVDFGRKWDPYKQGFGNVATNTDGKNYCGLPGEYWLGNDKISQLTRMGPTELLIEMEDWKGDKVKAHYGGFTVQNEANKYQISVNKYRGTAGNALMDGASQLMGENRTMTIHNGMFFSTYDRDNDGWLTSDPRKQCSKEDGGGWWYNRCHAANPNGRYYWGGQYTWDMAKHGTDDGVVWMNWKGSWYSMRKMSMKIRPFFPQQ
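Assay system: human fibrin DD(E). Input: DD(E) 2 µM final. Medium: Tris buffer with calcium and detergent, pH 7.8. Compound dosing: single point at 8.3 µM. Timing: 10 min plus 3 h, room temperature. Technique: fluorescence polarization of the labelled Tn7 tracer. Read-out: percent inhibition. Replicates: singlicate testing.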
LEDGF integ inh: blocks HIV-1 LEDGF/p75-dependent DNA integration; 370,000 compounds, 0.64% hits; inhibition, % at 3.7 µM; TR-FRET IN-LEDGF/p75 DNA integration, Eu/Cy5;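 active means inhibition above the screen-wide mean plus 3 SD, cut at about 13% in these data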;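 further: signal is the Cy5 over europium emission ratio at 671 and 618 nm; 0% = plate median of compound wells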
TDP2 absorb: blocks human TDP2 phosphodiesterase activity; O95551; recombinant TDP2, T5PNP hydrolysis, p-nitrophenol absorbance 415 nm; inhibition, % at 12.8 µM; 370,000 compounds, 0.34% hits;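 active means inhibition above the mean of all tested compounds plus 3 SD, set per campaign, cut at about 25% in these data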;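 further: 0% = DMSO with enzyme and 100% = buffer with substrate but no TDP2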
Target sequence (O95551 whole entry, looked up): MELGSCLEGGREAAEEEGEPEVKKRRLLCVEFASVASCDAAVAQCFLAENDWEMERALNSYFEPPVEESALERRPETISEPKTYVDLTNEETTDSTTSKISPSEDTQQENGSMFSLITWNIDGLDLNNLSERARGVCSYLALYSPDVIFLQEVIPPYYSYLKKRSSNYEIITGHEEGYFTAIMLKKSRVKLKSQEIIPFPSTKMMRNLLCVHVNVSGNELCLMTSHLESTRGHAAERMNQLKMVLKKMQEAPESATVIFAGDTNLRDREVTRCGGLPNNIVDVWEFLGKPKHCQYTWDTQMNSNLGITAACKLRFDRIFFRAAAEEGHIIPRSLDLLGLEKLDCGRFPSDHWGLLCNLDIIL
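test system = human TDP2 enzyme | input = TDP2 enzyme at 120 nM final | medium = 50 mM Tris-HCl pH 7.5 with Mg2+, KCl, DTT, BSA | also added = T5PNP substrate, 5 mM | times = 2 h at 37 °C | technique = epi absorbance | benchmarks = high control without enzyme, low control DMSO plus TDP2 | replication = each compound tested once, singlicate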
* hit, by the source's call; x = not tested or not shown.

Preview (two entries):
#	TCR-CD3 inh	PG9 Ab binder	SIAE primary	PRMT1 inh	HTRA1 inhibitor	mABHD4 FP	UHRF1 MBD2 ctr	DDE Tn7 FP inh	SMILES	LEDGF integ inh	TDP2 absorb
1	-2	-0.4	5	3	9	1	2	-1	CC1C(=O)N2CCCc3cc(NC(=O)CC(C)(C)C)cc1c32 (stereo not given)	-4	3
2	-5	-0.3	1	1	12	2	2	0	O=C1N/C(=C/c2cccs2)C(=O)N1Cc1ccc(F)cc1	-1	-3

All compounds of this part (from the top)
#	TCR-CD3 inh	PG9 Ab binder	SIAE primary	PRMT1 inh	HTRA1 inhibitor	mABHD4 FP	UHRF1 MBD2 ctr	DDE Tn7 FP inh	SMILES	LEDGF integ inh	TDP2 absorb
1	-2	-0.4	5	3	9	1	2	-1	CC1C(=O)N2CCCc3cc(NC(=O)CC(C)(C)C)cc1c32 (stereo not given)	-4	3
2	-5	-0.3	1	1	12	2	2	0	O=C1N/C(=C/c2cccs2)C(=O)N1Cc1ccc(F)cc1	-1	-3
3	-1	-2.1	2	0	x	-2	1	7	COCCCNC(=O)C[C@@H]1C[C@@]2(C(=O)OC)CCCCC=C2N(Cc2cccc3ccccc23)C1=O	-1	3
4	5	0.0	1	-4	-1	0	-2	-2	O=C(C1CCCN(S(=O)(=O)c2ccccc2)C1)N1CCN(c2ccc(F)cc2)CC1 (stereo not given)	3	5
5	2	-1.1	-69	-2	x	-47	1	2	O=C(Nc1ccc(F)cc1)C(c1ccnc2ccccc12)N1CCN(c2cccc(C(F)(F)F)n2)CC1 (stereo not given)	2	10
6	3	-1.5	0	-3	-1	-4	0	2	O=C(COc1ccc(Cl)cc1Br)Nc1nnc(C2CC2)s1	3	-14
7	-7	-0.6	1	3	0	1	4	2	COc1ccc(OC)c2[nH]c(=O)c(CCNC(=O)COc3ccccc3)cc12	-1	2
8	9	0.2	-2	0	-4	-5	2	-1	CCCSc1nc2c(cnn2-c2ccc(C)c(C)c2)c(=O)[nH]1	4	-3

An excerpt from above in order of the TCR-CD3 inh value, descending:
cpd	Compound	TCR-CD3 inh
6	O=C(COc1ccc(Cl)cc1Br)Nc1nnc(C2CC2)s1	3
3	COCCCNC(=O)C[C@@H]1C[C@@]2(C(=O)OC)CCCCC=C2N(Cc2cccc3ccccc23)C1=O	-1
7	COc1ccc(OC)c2[nH]c(=O)c(CCNC(=O)COc3ccccc3)cc12	-7

(continued)
#	TCR-CD3 inh	PG9 Ab binder	SIAE primary	PRMT1 inh	HTRA1 inhibitor	mABHD4 FP	UHRF1 MBD2 ctr	DDE Tn7 FP inh	SMILES	LEDGF integ inh	TDP2 absorb
9	2	-1.4	9	0	-5	8	-2	8	CCCOc1ccc(-c2cn3ccccc3n2)cc1[N+](=O)[O-]	1	2
10	6	1.2	-1	-3	x	-2	3	-6	Cc1cccnc1C1=NOC(Cc2ccccc2)C(=O)N1Cc1ccc(F)cc1 (stereo not given)	2	2
11	6	-0.9	0	1	-24	0	0	-5	CCOC(=O)C(=Cc1ccc(-c2ccsc2C(=O)OC)o1)C(=O)OCC	2	-11
12	-2	-4.1	43*	-3	5	8	-1	-4	CCOc1ccc(/C=N/NC(=O)c2cc3c(OC)cc(OC)cc3[nH]2)cc1OC	1	-21
13	5	-1.8	4	2	-5	-3	1	2	CCn1nc(NC(=O)c2cccnc2)c2cc3cccc(C)c3nc21	0	1
14	2	-1.7	-6	0	-36	-2	2	-2	COC(=O)c1c(NC(=O)CSc2nnnn2-c2ccccc2)sc2c1CCC(C)C2 (stereo not given)	1	-6
15	3	-2.2	-3	-1	-12	0	-2	10	CCCNC(=O)NC(=O)CSc1nnc(-c2c[nH]c3ccccc23)o1	-3	-8
16	0	-2.8	-3	2	-5	-2	-6	-8	NC(=S)N/N=C/C=C/c1ccccc1	0	-6

Compound profiles, from the list above:
Listed for CCOC(=O)C(=Cc1ccc(-c2ccsc2C(=O)OC)o1)C(=O)OCC = TCR-CD3 inh = 6; PG9 Ab binder = -0.9; SIAE primary = 0; PRMT1 inh = 1; HTRA1 inhibitor = -24; mABHD4 FP = 0; UHRF1 MBD2 ctr = 0; DDE Tn7 FP inh = -5; LEDGF integ inh = 2; TDP2 absorb = -11
Listed for CCCNC(=O)NC(=O)CSc1nnc(-c2c[nH]c3ccccc23)o1 = TCR-CD3 inh = 3; PG9 Ab binder = -2.2; SIAE primary = -3; PRMT1 inh = -1; HTRA1 inhibitor = -12; mABHD4 FP = 0; UHRF1 MBD2 ctr = -2; DDE Tn7 FP inh = 10; LEDGF integ inh = -3; TDP2 absorb = -8

Continued:
#	TCR-CD3 inh	PG9 Ab binder	SIAE primary	PRMT1 inh	HTRA1 inhibitor	mABHD4 FP	UHRF1 MBD2 ctr	DDE Tn7 FP inh	SMILES	LEDGF integ inh	TDP2 absorb
17	-6	2.0	10	-5	-1	-2	0	6	O=C(Nc1ccccc1C(=O)N1CCCC1)c1ccccc1	1	4
18	4	-0.5	-8	7	8	3	1	-2	COc1ccc(S(=O)(=O)N2CC=C(C(=O)NC3CCCC3)CC2)cc1	3	0
19	2	-1.7	1	-2	6	6	3	-3	CN(C)c1cc[n+](CC(=O)Nc2ccccc2C(F)(F)F)cc1	3	-3
20	-2	0.2	-6	-1	-1	11	1	-5	CCOc1ccc(CCNC(=O)COC(=O)c2ccc[nH]c2=O)cc1OCC	2	-1
21	6	-1.1	3	-3	1	5	-2	-1	O=c1c2c3c(sc2ncn1/N=C/c1ccco1)CCCC3	-1	5
22	1	-1.0	1	-2	-9	-5	2	-6	COC(=O)c1cc(OC)c(OC)cc1NC(=O)C1CCCO1 (stereo not given)	4	-1
23	-5	1.8	0	1	-23	2	3	0	COc1ccc(OC)c(/C=C/C(=O)c2ccc(Cl)cc2)c1	1	3
24	1	1.2	3	3	x	-2	3	4	N#CCCN1CCC(N)=NC1=NC#N	-1	1

Next results follow.
#	TCR-CD3 inh	PG9 Ab binder	SIAE primary	PRMT1 inh	HTRA1 inhibitor	mABHD4 FP	UHRF1 MBD2 ctr	DDE Tn7 FP inh	SMILES	LEDGF integ inh	TDP2 absorb
25	-1	0.1	-7	-4	x	2	1	7	COC(=O)c1cnc(Nc2nc(C(N)COCc3ccccc3)cs2)nc1C(F)(F)F (stereo not given)	8	-14
26	-6	2.0	-6	3	5	-2	3	1	Cc1cccc(C)c1NC(=O)CN(C)C(=O)c1cccc(NS(=O)(=O)c2ccccc2)c1	-1	7
27	10	-3.1	-44	1	-107	13	-1	-5	COc1cccc(Nc2nc(N)nc(-c3oc4ccccc4c3C)n2)c1	2	8
28	-6	-1.9	-6	-2	-1	-8	2	-7	O=C(NC1CCCC1)C(c1ccc(F)cc1)N(Cc1ccccc1)C(=O)c1csnn1 (stereo not given)	1	-7
29	-4	1.0	8	1	x	11	5	3	C=CCNc1ncnc2c1ncn2[C@H]1CN(CCc2ccccc2)C[C@@H](CO)O1	1	1
30	8	-1.5	4	-1	-4	13	-3	2	COc1ccc(NC(=O)Nc2ccc(Cc3ccncc3)cc2)c(OC)c1	-1	-3
31	3	-0.3	-12	-2	-66	-12	-1	-4	COc1cc(OC)c2c(-c3cccc(-c4cccc(C)c4)c3)cc(=O)oc2c1	1	0
32	0	-1.6	5	1	-5	3	1	-8	CCN(CC(=O)Nc1ccccc1C(F)(F)F)C(=O)c1ccccc1Sc1ccccc1C#N	1	-4

(next part)
#	TCR-CD3 inh	PG9 Ab binder	SIAE primary	PRMT1 inh	HTRA1 inhibitor	mABHD4 FP	UHRF1 MBD2 ctr	DDE Tn7 FP inh	SMILES	LEDGF integ inh	TDP2 absorb
33	-7	-1.7	2	3	2	4	-1	0	O=C(NCc1cccs1)c1cc(C2CC2)on1	0	6
34	-2	-0.3	1	3	-9	3	4	1	Cc1cccc(COC(=O)Nc2ccc(NC(=O)c3ccccc3Cl)cc2)c1	-5	-4
35	5	-0.8	0	1	1	-6	-4	8	COc1ccc2[nH]c(=O)c(CN(CCc3cccc(C)c3)C(C)=O)cc2c1	-3	-1
36	10	-3.0	6	10	5	9	-2	0	Nc1nnc(CC(=O)N/N=C/c2ccc(-c3cccc(C(=O)O)c3)o2)s1	5	14
37	7	0.4	2	-1	-2	-3	0	6	CCOC(=O)[C@H]1[C@H]2COc3ccc(OC)cc3[C@@H]2N2C(=O)CN(Cc3ccccc3)C(=O)[C@@]12C	-1	1
38	5	1.5	2	-2	-3	-3	2	3	CCc1ccc(OCC(=O)NNC(=O)Cc2c(F)cccc2Cl)cc1	-4	0
39	0	-0.7	5	1	-25	5	-3	-1	Cc1ccc(F)c([C@H]2[C@H]3C=CC[C@@H](C)[C@@H]3C(=O)N2Cc2ccccc2)c1	-3	-2
40	-3	-2.2	-1	0	0	-7	1	-3	Nc1ncnc2c1ncn2[C@@H]1O[C@H](CNCc2cccc(C#Cc3ccccc3)c2)[C@@H](O)[C@H]1O	-2	2

The results go on:
#	TCR-CD3 inh	PG9 Ab binder	SIAE primary	PRMT1 inh	HTRA1 inhibitor	mABHD4 FP	UHRF1 MBD2 ctr	DDE Tn7 FP inh	SMILES	LEDGF integ inh	TDP2 absorb
41	-3	0.3	10	4	4	-6	3	2	Cc1c(C(=O)NC(=S)N(Cc2ccccc2)c2ccccn2)cccc1[N+](=O)[O-]	0	-4
42	7	1.0	-5	-3	-7	3	-4	-1	O=C(COC(=O)Cc1cccs1)Nc1cc(S(=O)(=O)N2CCOCC2)ccc1Cl	-1	-6
43	-3	-1.2	4	-1	-3	9	1	-8	Cc1c(OCc2ccc([N+](=O)[O-])cc2)ccc2c3c(c(=O)oc12)CCC3	-3	14
44	2	0.4	-1	-2	-3	-10	4	-3	COC(=O)c1ccc(COC(=O)Cc2n[nH]c(=O)c3ccccc23)cc1	7	-10

Random draw from the library; about 4.2% have a hit in one of these screens.
